# bCat KO growth: beta-catenin-lacking colon tumor cell growth suppression; viability, % at 10 µM; actives 1.5% (n = 140,000); HCT116 beta-catenin knockout viability, CellTiter-Glo, 60 h; stronger effect = lower value;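 active = viability at or under a set limit, the compound median less 4 SD, cut at about 6% in these data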;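 also: 0% = Hyamine 1622 control at 20 µM and 100% = untreated cell control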
# MRP1 act: activates MRP-1. H69AR cells + doxorubicin, viability rescue, CellTiter-Glo. viability increase, % at 10 µM. actives 0.61% (n = 140,000). AID 799;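 active = viability gain under doxorubicin at or above a set limit, the compound median plus 3 SD, cut at about 4.7% in these data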;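 also: MRP-1 overexpressing cells given doxorubicin 25 µM after compound pretreatment; 18-22 h compound pretreatment then 72 h with doxorubicin before readout; 0% = doxorubicin-only wells and 100% = vehicle-treated cells without doxorubicin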
# Yeast life ext: extends the lifespan of yeast; actives 0.68% (n = 130,000); inhibition of the nicotinamide effect, % at 10 µM; S. cerevisiae growth with nicotinamide, OD615; deaD strain in restrictive glucose medium;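 active = inhibition above a set limit, placed 3 SD over the median of all compounds, cut at about 26% in these data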;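 also: 0% = nicotinamide-treated wells and 100% = cells grown without nicotinamide; some compounds called inactive have numbers as strong as hits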
#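 Assay system: engineered S. cerevisiae DeaD replicative-lifespan strain, galactose-grown log-phase cells; medium: restrictive CSMM-D dextrose medium; also added: nicotinamide, 1.5 mM, co-present with compound; schedule: 48 h compound exposure at 30 °C, humidified; detection: absorbance at 615 nm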
# Phagocyt inh: blocks phagocytosis by macrophages. J774A.1 macrophage IgG-bead phagocytosis, imaging. inhibition, % at 5 µM. actives 0.07% (n = 110,000);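 active = inhibition above the mean of the plate negative controls plus 5 SD, cut at about 13% in these data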;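 also: phagocytic index as fraction of beads internalized from green versus red external bead signal; plate controls were DMSO negative control for no effect and cytochalasin-D positive control for full effect; some results beyond the cut were filed as inactive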
# Measles CPE: protection of cells from measles virus | Measles virus-infected cells, CPE protection, absorbance | actives 1.5% (n = 140,000) | AID 841 | protection (pct of control), % at 4 µM; in the data active = protection mostly above about 24%, no sharp cut-off; inactive = mostly below about 26%; also: some compounds called inactive have numbers as strong as hits
# PTEN del growth: suppresses growth of cells with PTEN deletion; HCT116 PTEN-null viability, CellTiter-Glo, 60 h; stronger effect = lower value; viability, % at 10 µM; actives 1.2% (n = 140,000); AID 827;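 active = viability at or below a set limit, 4 SD under the median of all tested compounds, cut at about 3.7% in these data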;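 also: PTEN knockout HCT116 line with beta catenin targeted HCT116 as companion control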
# NPY-Y2 antag: NPY-Y2 (human) receptor antagonism | inhibition, % at 2.7 µM | P49146 | NPY-Y2 expressing cells, antagonist mode | actives 0.99% (n = 140,000) | AID 793; in the data active = inhibition above about 17%;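 also: 0% = vehicle with agonist challenge and 100% = reference antagonist with challenge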
# Target sequence (P49146 whole entry, looked up): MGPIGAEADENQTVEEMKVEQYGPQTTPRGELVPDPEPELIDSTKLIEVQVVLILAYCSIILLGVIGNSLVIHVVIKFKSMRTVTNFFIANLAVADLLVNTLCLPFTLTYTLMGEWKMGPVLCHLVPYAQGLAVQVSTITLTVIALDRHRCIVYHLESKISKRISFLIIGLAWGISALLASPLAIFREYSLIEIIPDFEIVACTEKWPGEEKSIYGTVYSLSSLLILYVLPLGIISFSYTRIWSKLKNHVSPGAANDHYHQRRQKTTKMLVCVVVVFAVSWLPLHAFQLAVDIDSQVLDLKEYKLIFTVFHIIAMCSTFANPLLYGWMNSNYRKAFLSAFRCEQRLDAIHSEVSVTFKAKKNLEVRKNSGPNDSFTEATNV
# GALR2 blocker: blocks the human galanin receptor 2. inhibition, % at 4 µM. GALR2-expressing cells, antagonist mode. actives 0.39% (n = 140,000). AID 828; in the data active = inhibition above about 27%;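 also: cells stimulated with galanin 1-16 at roughly its EC80; 0% = agonist challenge control and 100% = basal control without agonist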
# Target sequence (O43603 whole entry, looked up): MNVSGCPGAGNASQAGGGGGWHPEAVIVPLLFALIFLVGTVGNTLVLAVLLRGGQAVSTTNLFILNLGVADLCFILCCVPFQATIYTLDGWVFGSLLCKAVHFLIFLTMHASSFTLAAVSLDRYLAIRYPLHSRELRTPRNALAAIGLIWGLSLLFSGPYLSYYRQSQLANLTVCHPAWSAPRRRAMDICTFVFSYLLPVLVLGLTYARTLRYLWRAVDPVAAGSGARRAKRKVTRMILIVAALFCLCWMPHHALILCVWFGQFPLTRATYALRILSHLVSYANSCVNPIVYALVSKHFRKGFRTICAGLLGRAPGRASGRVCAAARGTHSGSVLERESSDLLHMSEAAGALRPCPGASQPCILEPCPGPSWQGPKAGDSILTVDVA
# Yeast growth inh: yeast BB579 growth reduction in restrictive medium | actives 0.51% (n = 140,000) | S. cerevisiae BB579 growth, OD615, 48 h | AID 804 | inhibition, % at 10 µM;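 active = inhibition above a set limit, 3 SD over the mean compound inhibition, cut at about 44% in these data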; also: inactives centre near -24
#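 System: Saccharomyces cerevisiae DeaD strain BB579, replicative lifespan model yeast | Buffer or medium: Restrictive glucose-based CSMM-D medium | Times: 4 h preincubation and 48 h exposure at 30 °C | Detection: OD615 turbidity measurement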
# E-sel TNF inh: TNF alpha driven E-selectin expression inhibition. AID 1246. actives 0.71% (n = 120,000). HUVEC TNFa-induced E-selectin immunofluorescence, high content. inhibition, % at 2 µM;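 active = inhibition above the batch mean plus 3 SD, and confirmed as a hit on visual image review, cut at about 43% in these data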;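 also: 0% = TNF-stimulated DMSO wells and 100% = unstimulated control wells; not every result past the cut was called active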
# * marks the source's active call; other numbers are inactive results; . = no result given.
SMILES,bCat KO growth,MRP1 act,Yeast life ext,Phagocyt inh,Measles CPE,PTEN del growth,NPY-Y2 antag,GALR2 blocker,Yeast growth inh,E-sel TNF inh
Cc1cc(NC(=O)CSc2nnc(Cn3c(=O)sc4ccccc43)n2-c2ccccc2C)no1,93,-2.6,0,.,2,89,2,5,-39,16
CCOC(=O)CCCCC(=O)c1[nH]c(=O)[nH]c1CN1CCOCC1,100,-0.5,-7,2,11,111,1,12,-5,4
CC(C)(C)c1ccc(C(=O)NCC(=O)OCC(=O)Nc2ccc3c(c2)OCCO3)cc1,93,1.1,-3,-7,3,105,2,2,-29,.
CCOCc1nnc(NC(C)=O)s1,104,-0.9,-13,1,6,102,2,-3,-16,-21
COCC(C)NS(=O)(=O)c1ccc(NC(=O)C(Cc2ccccc2)NC(N)=O)cc1 (configuration not stated),97,-2.8,1,-1,9,99,4,1,9,.
O=C(NNC(=O)c1cccnc1SCc1cccc([N+](=O)[O-])c1)c1cccnc1,92,0.7,-3,-5,7,90,2,-4,-16,14
Cc1ccc(-n2[nH]c(C)c(CCC#N)c2=O)cc1,96,1.3,3,-3,17,93,0,8,-34,0
COc1ccc(OC)c(NC(=O)c2cccc(Cn3cc(Br)c([N+](=O)[O-])n3)c2)c1,86,-2.6,-2,-3,4,83,1,5,-30,.
CCN(CC)CP(=O)(c1ccccc1)c1ccccc1,101,-0.8,4,0,10,92,4,4,-26,.
CCCOc1ccc(-c2nnc(-c3ccncc3)o2)cc1,98,-1.0,-30,0,3,72,4,16,-7,-27
O=S(=O)(Nc1cccnc1)c1cccc(C(F)(F)F)c1,106,-1.1,-2,-1,20,105,-2,2,0,-3
Cc1ccc(CNC(=O)C23CN(Cc4ccccc4)CC2C(c2ccc([N+](=O)[O-])cc2)=NO3)o1 (configuration not stated),78,-3.3,-5,-1,6,70,-2,-7,-60,-18
O=C1OCCC1Sc1nc2cc(Cl)ccc2n1Cc1ccccc1 (configuration not stated),94,3.4,-7,-4,1,96,3,3,-18,-63
Cn1c(SC/C=C/c2ccccc2)nnc1-c1ccco1,95,-4.5,-3,.,2,94,6,-12,-41,22
CCc1ccc(C(=O)c2ccccc2C(=O)O)s1,97,-1.2,16,.,10,90,1,4,-5,-4
O=C(NCCCN1CCOCC1)c1cc(-c2ccc(F)cc2)on1,80,-2.8,6,1,4,94,-2,2,-43,.
Cc1cc(C)cc(-n2ccnc2SCC(=O)Nc2ccc3c(c2)OCCO3)c1,101,3.6,-14,-1,10,115,5,-2,-20,-19
CCn1c(NC(=O)c2ccc(COc3ccc(C)cc3[N+](=O)[O-])o2)nc2ccccc21,15,-0.5,-7,0,2,.,2,-3,-28,-1
CCOC(=O)N1CCN(C(=O)c2cccn3c(=O)c4cc(Cl)ccc4nc23)CC1,86,2.6,-18,.,7,77,1,9,-18,.
COc1cc(NC(=O)c2ccco2)c(OC)cc1NC(=O)Nc1ccccc1Cl,91,-2.9,-5,2,15,73,-1,-13,-31,-21
COC(=O)c1ccc2c(c1)N(Cc1cc(C)ccc1C)C(=O)c1ccccc1S2=O (configuration not stated),97,-2.1,4,.,3,90,2,5,-15,-11
O=C1N2CCSC2=NC1(Nc1nccs1)C(F)(F)F (configuration not stated),100,-0.1,-13,-1,9,94,1,-6,-1,-1
Cc1ccc(C(C(=O)NC(C)(C)C)N(C(=O)c2csnn2)c2ccccc2F)o1 (configuration not stated),100,-1.2,-4,4,7,98,6,9,-74,-2
O=C(NCc1ccco1)c1cccc(Nc2nc3ccc(Br)cc3[nH]2)c1,100,2.9,-17,0,27,91,-2,0,-25,.
O=C(COc1ccccc1O)N1CCN(C(=O)c2ccco2)CC1,96,0.0,-7,-1,15,108,1,2,-35,.
CC(C)(C)C(=O)NC(NC(=S)Nc1sc2c(c1C#N)CCCC2)C(Cl)(Cl)Cl (configuration not stated),101,-3.8,-4,.,18,89,0,-6,-52,8
O=C1C2C3C=CC(C3)C2C(=O)N1c1cccc(N2C(=O)C3C4C=CC(C4)C3C2=O)n1 (configuration not stated),91,-1.2,7,-3,3,109,0,-6,-37,-11
O=C(Nc1ccc(Cl)c(Cl)c1)OCc1cnc(Cl)s1,87,-2.5,-14,0,4,74,4,-3,-52,3
COc1ccc(C(=O)Nc2ccc(NC(=O)c3ccco3)c(Cl)c2)cc1OC,94,1.5,-15,.,3,93,1,11,-2,1
CCOC(=O)/C=c1\s/c(=C\c2ccc(-c3ccccc3)cc2)c(=O)n1CC(=O)NCc1ccc2c(c1)OCO2,61,-4.6,1,3,4,55,1,7,-19,5
C=CCNC(=S)NCc1cccnc1,99,-0.9,-3,8,19,101,-2,11,-2,-8
COC(=O)C1=NNC2(c3ccc(Cl)cc3)C(=O)N(c3ccccc3)C(=O)C12 (configuration not stated),94,1.8,15,-7,5,100,3,-1,-9,22
Cc1cccc(C(=O)Nc2oc(-c3ccccc3)cc2C#N)c1,85,1.4,-6,-1,9,93,12,0,-49,-1
O=C(Cc1ccc(-n2cccc2)cc1)NCc1ccccc1Cl,30,-2.1,-1,.,2,26,5,-5,1,23
CCOC(=O)c1c(NC(=O)CSc2nnc(Cc3ccccc3)o2)sc(C)c1C,87,-4.0,.,.,34,85,13,4,-35,-14
Cn1c(=O)n(C)c2cc(NS(=O)(=O)c3ccc4c(c3)CCCC4)ccc21,48,-6.1,-5,6,14,39,5,-2,8,16
CC(C)(C)Nc1nc(OCC(F)(F)F)nc(OCC(F)(F)F)n1,104,1.0,-4,-1,12,114,0,-1,-57,-2
COC(=O)C(C)Sc1nnc(-c2ccncc2)o1 (configuration not stated),107,-1.2,-9,.,11,107,0,-2,-5,-1
Cc1ccc(-n2c(SCC(=O)NCc3ccc4c(c3)OCO4)nnc2-c2cccnc2)c(C)c1,72,-2.5,-8,2,2,67,0,7,-32,8
O=S(=O)(c1ccc(S(=O)(=O)N2CCN3CCCC3C2)cc1)N1CCCC1 (configuration not stated),87,-1.9,-5,-1,4,86,3,-5,20,-2
Cc1ccc(-c2nnc(CSc3nc4cc5c(cc4cc3C)OCO5)o2)cc1,93,-0.1,-5,-1,6,85,5,-4,-50,5
Cc1ccc(Oc2ccc(-c3nc(N)nc(N)n3)cc2)cc1C,88,-2.6,-6,.,9,80,6,-3,-25,-4
Cc1nc2ccccc2c2oc(C(=O)NCCCN3CCC(C)CC3)cc12,67,-3.2,-9,0,5,74,1,2,8,.
CC(C)OCCCNC(=O)CCC(=O)NNc1nc2ccccc2c2nc(-c3ccccc3)nn12,61,-2.7,12,-10,2,75,0,10,-32,0
Nc1nc(SCC(=O)NCCC(c2ccccc2)c2ccccc2)n[nH]1,93,-3.2,-22,0,8,101,-1,-5,-6,3
Cc1onc(-c2ccccc2)c1C(=O)Nc1nnc(N(C)Cc2ccccc2)s1,74,4.5,-9,0,2,72,3,10,-32,9
O=C(Nc1ncccc1Cl)c1ccccc1F,92,-1.8,-10,.,12,103,0,4,12,7
CN=C1S/C(=C\c2ccc(N3CCOCC3)c(F)c2)C(=O)N1C,98,-0.1,-10,-2,14,86,1,-2,-59,-2
O=C(CNS(=O)(=O)c1cccc2nonc12)NCc1ccc(F)cc1,85,-1.8,-8,8,33,96,2,0,-16,11
CCn1c(COc2ccc(OC)cc2)nc2ccccc21,89,0.5,0,.,6,77,4,8,-56,9
# The listing continues.
SMILES,bCat KO growth,MRP1 act,Yeast life ext,Phagocyt inh,Measles CPE,PTEN del growth,NPY-Y2 antag,GALR2 blocker,Yeast growth inh,E-sel TNF inh
CCCCCCc1cc2cc(S(=O)(=O)c3ccc(F)cc3)c(=O)oc2cc1O,93,3.4,0,0,13,82,6,-3,-22,.
COc1cc(CCC(=O)N2CCN(c3ccc(N4CCOCC4)nn3)CC2)cc(OC)c1OC,110,-1.5,-3,0,6,102,1,24,-10,.
CN1CCC(Oc2ccc(Sc3ccccc3)cc2)CC1,10,-4.7,-2,0,4,14,8,9,-9,-8
CCOc1ccc(-n2cnnn2)cc1S(=O)(=O)NCCc1ccc(OC)c(OC)c1,95,-3.5,-4,-2,16,95,4,3,-20,-13
COC(=O)C1CCN(C(=O)c2sc3nc(-c4ccc(F)cc4)cn3c2C)CC1,90,-1.1,-29,-1,39*,94,2,-11,-8,-38
N#CC1(c2ccc(NC(=O)c3ccccc3)cc2)CCCC1,90,-1.9,-13,.,2,82,2,8,-22,10
O=C(Nc1ccc([N+](=O)[O-])cn1)c1cc(-c2cccc(Br)c2)nc2ccccc12,76,-0.7,8,-1,4,69,2,-2,-38,.
CC1CC/C(=C\c2ccc3c(c2)OCO3)C(=O)/C1=C/c1ccc2c(c1)OCO2 (configuration not stated),19,-2.9,-7,.,8,9,5,-6,-17,8
CCN(CC)S(=O)(=O)c1ccc(Cl)c(C(=O)NCc2ccccc2Cl)c1,59,-1.1,1,-5,32,60,2,8,-22,-1
OCc1cn(-c2ccccc2)nc1-c1ccc2c(c1)OCCO2,77,0.9,-20,.,4,98,-1,-10,-48,-5
O=C(CN1CCCC1)N1CCCC(c2ccc(F)cc2)c2ccc(F)cc21 (configuration not stated),91,-2.8,2,-5,5,95,6,-6,-5,.
c1ccc(CNc2nc3ccccc3n3cnnc23)nc1,103,0.0,-9,0,2,99,5,0,-44,-10
O=C1CCc2cc(S(=O)(=O)N3CCCC3C(=O)N3CCN(c4ccccc4F)CC3)ccc2N1 (configuration not stated),92,-1.2,-4,0,6,92,1,18,-28,.
CS(=O)(=O)Nc1ccc(C(=O)Nc2ccccc2Sc2ccccc2)cc1,81,-2.1,6,0,13,88,5,8,-35,.
Cc1ccc(NC(=O)CC2COc3ccccc3O2)cc1 (configuration not stated),84,0.5,-28,.,14,95,0,5,-16,3
CCN(CC)c1ccc(N=Cc2ccc(N(CC)CC)cc2O)cc1,36,-3.3,-8,-1,25,24,0,0,-17,4
CCOc1ccc(S(=O)(=O)NCc2ccc(OC)cc2)c2cccnc12,96,-1.3,11,0,3,98,5,0,-57,-11
c1ccc2sc(NC3=NCN(Cc4ccc5c(c4)OCO5)CN3)nc2c1,87,-1.2,-16,-2,5,88,3,-1,-56,-24
CCC(C)NC(=O)C1CCCN(C(=O)Nc2ccc(F)cc2)C1 (configuration not stated),96,0.5,3,0,31,93,1,3,-32,-38
CCc1nc(C)cn1S(=O)(=O)c1cc(C)c(OC)cc1C,97,0.7,2,.,25,90,10,-1,4,5
COc1ccc(/C=C/C(=O)N/C(=C\c2ccco2)C(=O)NCCc2nc3ccccc3[nH]2)cc1,80,-2.1,1,-5,3,82,0,4,-1,.

# Screens from PubChem.
